M5 antag: human M5 muscarinic receptor antagonists, primary screen, CHO cells, Fluo-8 calcium fluorescence; hit rate 0.59% among 360,000; inhibition, % at 3 µM; AID 624040, 2012; Muscarinic acetylcholine receptor M5 (Homo sapiens), P08912; CHO-hM5 cells, ACh EC80;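 active means inhibition above a per-plate cutoff, the mean of that plate's test compounds plus 3 SD, cut at about 27% in these data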;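 further: 0% = acetylcholine EC80 with DMSO and 100% = DMSO without agonist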
Target sequence (P08912 whole entry, looked up): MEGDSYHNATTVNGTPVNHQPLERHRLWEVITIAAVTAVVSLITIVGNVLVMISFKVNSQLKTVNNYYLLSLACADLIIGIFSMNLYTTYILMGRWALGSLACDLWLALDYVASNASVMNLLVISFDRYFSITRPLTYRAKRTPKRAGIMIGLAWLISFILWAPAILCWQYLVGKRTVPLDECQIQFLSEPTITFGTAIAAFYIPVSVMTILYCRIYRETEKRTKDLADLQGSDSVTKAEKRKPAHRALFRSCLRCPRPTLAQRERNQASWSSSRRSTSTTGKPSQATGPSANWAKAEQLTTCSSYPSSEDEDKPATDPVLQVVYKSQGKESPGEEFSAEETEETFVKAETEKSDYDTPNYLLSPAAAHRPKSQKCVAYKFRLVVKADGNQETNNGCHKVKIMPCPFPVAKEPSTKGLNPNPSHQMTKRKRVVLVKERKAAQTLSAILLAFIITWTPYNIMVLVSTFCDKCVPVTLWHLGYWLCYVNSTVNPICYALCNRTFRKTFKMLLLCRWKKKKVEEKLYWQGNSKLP
M5 PAM: human M5 muscarinic receptor positive allosteric modulators, primary screen, CHO-K1 cells, Fluo-8 calcium fluorescence; Muscarinic acetylcholine receptor M5 (Homo sapiens), P08912; hit rate 0.3% among 360,000; activation, % at 3 µM; CHO-K1 hM5, ACh EC20 PAM; 0% = ACh EC20, 100% = ACh EC100;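 active means activation above the run cutoff, the mean activation of all test compounds plus 3 SD, cut at about 18% in these data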
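system = human M5 receptor in CHO-K1 cells | reagent = EC20 acetylcholine as agonist stimulus | compound dosing = single-point, 3 µM nominal | incubation = Fluo-8 loading 80 min at 37 °C plus 30 min room temperature | detection = Fluo-8 calcium dye fluorescence, kinetic read | benchmarks = low control EC20 acetylcholine (0%), high control EC100 acetylcholine (100%)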
TAAR1 agonist: human TAAR1 agonists, primary screen, Fluo-8 calcium fluorescence, CHO RD-HGA16 cells; vehicle wells 0%, saturating PEA agonist 100%; activation, % at 3 µM; hit rate 0.99% among 360,000; AID 624467, 2012;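 active means activation above the mean activation of all test compounds in the run plus 3 SD, cut at about 38% in these data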
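Test system: RD-HGA16 (CHO) cells co-expressing Gα16 and hTAAR1 | Doses: Single dose, 3 µM | Schedule: 17-24 h seeding, 75 min 37 °C dye, 30 min RT | Evaluation: % activation from peak over basal fluorescence ratio, DMSO-to-PEA scaled | Technique: Kinetic Fluo-8 calcium fluorescence | Benchmarks: Low control DMSO, high control PEA (EC100)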
M4 ag: human M4 muscarinic receptor agonists, primary screen, CHO-K1 cells, Fluo-8 calcium fluorescence. hit rate 0.14% among 360,000. AID 624127, 2012. Muscarinic acetylcholine receptor M4 (Homo sapiens), P08173. CHO-K1 hM4/Gqi5; vehicle 0%, full acetylcholine response 100%. activation, % at 3 µM;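 active means activation above the run mean over all test wells plus 3 SD, cut at about 32% in these data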;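 further: peak over basal fluorescence ratio per well then scaled between controls; 0% = DMSO wells and 100% = acetylcholine at EC100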
Target sequence (P08173 whole entry, looked up): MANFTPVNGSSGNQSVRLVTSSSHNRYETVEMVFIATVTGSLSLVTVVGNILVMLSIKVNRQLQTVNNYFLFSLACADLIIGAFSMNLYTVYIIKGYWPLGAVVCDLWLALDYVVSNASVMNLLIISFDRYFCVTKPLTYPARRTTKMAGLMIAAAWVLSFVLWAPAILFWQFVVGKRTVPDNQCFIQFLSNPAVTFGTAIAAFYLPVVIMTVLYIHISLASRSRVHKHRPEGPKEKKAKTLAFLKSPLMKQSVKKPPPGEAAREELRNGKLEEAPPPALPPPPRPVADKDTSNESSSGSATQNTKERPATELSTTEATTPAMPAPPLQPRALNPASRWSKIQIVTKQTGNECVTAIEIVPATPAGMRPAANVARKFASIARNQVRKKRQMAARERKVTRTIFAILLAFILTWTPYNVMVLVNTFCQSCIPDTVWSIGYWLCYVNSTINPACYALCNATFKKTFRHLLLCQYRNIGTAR
CHRM5 agonist: human M5 muscarinic receptor agonists, primary screen, CHO-K1 cells, Fluo-8 calcium fluorescence. Muscarinic acetylcholine receptor M5 (Homo sapiens), P08912. CHO-K1 hM5 cells; 0% DMSO wells, 100% maximal acetylcholine response. activation, % at 3 µM. hit rate 0.19% among 360,000. AID 624037, 2012;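 active means activation above the run's mean over test compounds plus 3 SD, cut at about 23% in these data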;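 further: signal is peak over basal fluorescence ratio across the kinetic read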
CHRM4 antagonist: human M4 muscarinic receptor antagonists, primary screen, CHO cells, Fluo-8 calcium fluorescence | Muscarinic acetylcholine receptor M4 (Homo sapiens), P08173 | CHO-hM4 cells, ACh EC80 | inhibition, % at 3 µM | hit rate 0.73% among 360,000 | AID 624125, 2012;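 active means inhibition above its plate's cutoff, the mean inhibition of sample wells plus 3 SD, cut at about 27% in these data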;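 further: 0% = acetylcholine EC80 with DMSO and 100% = DMSO without agonist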
CHRM1 antagonist: human M1 muscarinic receptor antagonists, primary screen, CHO-K1 cells, Fluo-8 calcium fluorescence, 1536-well; CHO-K1 hM1, ACh EC80 antagonist; hit rate 1.3% among 360,000; inhibition, % at 3 µM; AID 588852, 2011; Muscarinic acetylcholine receptor M1 (Homo sapiens), P11229;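 active means percent inhibition above its own plate's cutoff, namely the mean of that plate's compound wells plus 3 SD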;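 further: peak over basal fluorescence ratio during 140 s after agonist addition; 0% = ACh EC80 plus DMSO and 100% = DMSO alone without agonist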
M1 ag: human M1 muscarinic receptor agonists, primary screen, Fluo-8 calcium fluorescence, CHO-K1 cells, HTS; hit rate 0.33% among 360,000; CHO-K1 hM1, agonist mode; 0% DMSO, 100% acetylcholine EC100; Muscarinic acetylcholine receptor M1 (Homo sapiens), P11229; activation, % at 3 µM;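 active means activation above the run's mean compound activation plus 3 SD, cut at about 16% in these data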;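 further: peak over basal fluorescence ratio within a 140 s kinetic read after compound addition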
M1 PAM: human M1 muscarinic receptor positive allosteric modulators, primary screen, CHO-K1 cells, Fluo-8 calcium fluorescence, 1536-well. Muscarinic acetylcholine receptor M1 (Homo sapiens), P11229. CHO-K1 hM1, ACh EC20; 0% = ACh EC20, 100% = maximal ACh. activation, % at 3 µM. hit rate 0.088% among 360,000. AID 588819, 2011; in the data active means activation above about 19%, passing the limit was not always enough
Active calls of the source: *; . = not tested or not shown. A portion of the library (hit frequency here may not be typical).

Labels used below – A = M5 antag; B = M5 PAM; C = TAAR1 agonist; D = M4 ag; E = CHRM5 agonist; F = CHRM4 antagonist; G = CHRM1 antagonist; H = M1 ag; I = M1 PAM
Structure: Cc1ccc(S(=O)(=O)/N=C(/Nc2cccc3ccccc23)c2ccc(F)cc2)cc1
  A = 3 | B = -2 | C = 0 | D = -1 | E = -2 | F = -6 | G = 4 | H = -1 | I = -7

Structure: Cc1cc(C)n(Cc2ccc(NC(=O)c3nn(C)cc3[N+](=O)[O-])cc2)n1
  A = -2 | B = -3 | C = 11 | D = 3 | E = -1 | F = 1 | G = -1 | H = -5 | I = -2

Structure: CCC1CCCCN1CCCNC(=O)C1CCC(CNS(=O)(=O)c2c(C)cc(C)cc2C)CC1 (stereo unspecified)
  A = 6 | B = 6 | C = 3 | D = 1 | E = -9 | F = 17 | G = 63* | H = -6 | I = -21

Structure: CCOC(=O)c1ccccc1NC(=O)CSc1nnnn1C1CCCCC1
  A = 1 | B = -6 | C = 1 | D = 1 | E = -4 | F = 3 | G = 2 | H = -6 | I = 0

Structure: COc1cccc2c(=O)cc(C)n(CC(=O)Nc3ccccc3C)c12
  A = -9 | B = -9 | C = 9 | D = 6 | E = -2 | F = -9 | G = -4 | H = -1 | I = 1

Structure: O=C1NC(N2CCOCC2)=N/C1=C/c1ccc2c(c1)OCO2
  A = 12 | B = 4 | C = 3 | D = 2 | E = 0 | F = -5 | G = -8 | H = -3 | I = 11

Structure: CCC1(C)Cc2nc3[nH]c(=S)n(-c4ccccc4C)c(=O)c3cc2CO1 (stereo unspecified)
  A = 9 | B = -4 | C = 3 | D = 1 | E = 0 | F = -5 | G = -12 | H = -3 | I = 3

Structure: CCCCCN(C(=O)CCC(=O)OC(C)C(=O)NCc1ccccc1)c1c(N)n(CCCC)c(=O)[nH]c1=O (stereo unspecified)
  A = 6 | B = -3 | C = 7 | D = 0 | E = -3 | F = -6 | G = 1 | H = -3 | I = 0

Structure: O=C(O)C1=CCCN(CCON=C(c2ccccc2)c2ccccc2)C1
  A = 0 | B = -2 | C = 0 | D = 0 | E = -1 | F = -10 | G = -22 | H = -6 | I = -1

Structure: Cc1ccc(C(=O)NCc2nnc(SCC(=O)Nc3sc4c(c3C#N)CCCC4)n2C)cc1
  A = -2 | B = 4 | C = 1 | D = -1 | E = -3 | F = -3 | G = -18 | H = -5 | I = 9

Structure: COc1ccc(CNC(=O)CSc2nnnn2-c2ccc(O)cc2)cc1
  A = 4 | B = -4 | C = 29 | D = 1 | E = 6 | F = 9 | G = 1 | H = 3 | I = 2

Structure: CCc1nc2c(OCc3cc(Cl)cc(Cl)c3)cccn2c1N(C)C(=O)CC(C)C
  A = 1 | B = -6 | C = 0 | D = 0 | E = -2 | F = -4 | G = 6 | H = -8 | I = -11

Structure: COc1cc(CNc2ncn[nH]2)ccc1OCC(=O)NC(C)(C)C
  A = 2 | B = 2 | C = 1 | D = 1 | E = -4 | F = -5 | G = -14 | H = -5 | I = 11

Structure: CC(=O)Nc1ccc(SC(Sc2ccc(NC(C)=O)cc2)c2ccccc2)cc1
  A = 16 | B = -9 | C = 6 | D = 8 | E = 3 | F = 3 | G = -9 | H = 1 | I = 1

Structure: Cc1ccc(S(=O)(=O)N2CCC(C(=O)OC(C)C(=O)NCc3ccccc3)CC2)cc1C (stereo unspecified)
  A = 16 | B = 1 | C = -1 | D = 4 | E = -5 | F = 0 | G = -15 | H = -2 | I = 11

The list goes on; it opens with the two that closed the last part.
Labels used below – A = M5 antag; B = M5 PAM; C = TAAR1 agonist; D = M4 ag; E = CHRM5 agonist; F = CHRM4 antagonist; G = CHRM1 antagonist; H = M1 ag; I = M1 PAM
Structure: CC(=O)Nc1ccc(SC(Sc2ccc(NC(C)=O)cc2)c2ccccc2)cc1
  A = 16 | B = -9 | C = 6 | D = 8 | E = 3 | F = 3 | G = -9 | H = 1 | I = 1

Structure: Cc1ccc(S(=O)(=O)N2CCC(C(=O)OC(C)C(=O)NCc3ccccc3)CC2)cc1C (stereo unspecified)
  A = 16 | B = 1 | C = -1 | D = 4 | E = -5 | F = 0 | G = -15 | H = -2 | I = 11

Structure: NC(=O)COc1cccc(/C=N/NC(=O)c2ccc(-n3cccc3)cc2)c1
  A = -5 | B = 5 | C = 7 | D = 3 | E = 5 | F = -3 | G = 2 | H = -2 | I = -2

Structure: Fc1cccc(CN2CCN(c3ncccn3)CC2)c1
  A = 11 | B = -7 | C = 2 | D = 0 | E = 0 | F = -7 | G = -1 | H = -5 | I = 2

Structure: CC1(C)Cc2cccc(OCC(=O)Nc3ccccc3N3CCOCC3)c2O1
  A = 8 | B = 15 | C = 13 | D = 2 | E = 8 | F = 4 | G = 30* | H = -3 | I = -13

Structure: CCc1nc2c(OCc3ccc(F)c(F)c3)cccn2c1N(C)C(=O)c1ccncc1
  A = 0 | B = 1 | C = 2 | D = 0 | E = -2 | F = -10 | G = -18 | H = -6 | I = 6

Structure: CCC(C)(C)n1nnnc1C(c1ccc(OC)cc1)N1CCN(C(=O)c2ccco2)CC1 (stereo unspecified)
  A = 2 | B = 2 | C = 2 | D = 1 | E = 0 | F = 5 | G = -14 | H = -3 | I = 4

Structure: C=CCn1c(=O)c2c(nc3n2CCCN3CCc2ccccc2)n(C)c1=O
  A = 6 | B = 1 | C = 9 | D = 5 | E = -2 | F = 1 | G = -14 | H = -1 | I = 7

Structure: Cc1ccc(S(=O)(=O)CC(=O)Nc2nccs2)cc1
  A = 3 | B = 3 | C = 0 | D = 1 | E = 2 | F = -13 | G = -19 | H = -1 | I = 2

Structure: COc1ccccc1-c1nnc(SCC(=O)Nc2cc(C)on2)o1
  A = 4 | B = -7 | C = 14 | D = 1 | E = 0 | F = -4 | G = -14 | H = -3 | I = 5

Structure: Cc1ccc(S(=O)(=O)Nc2ccc(Br)cc2/C=N/n2cnnc2)cc1
  A = 3 | B = 0 | C = 3 | D = 3 | E = 1 | F = 16 | G = -14 | H = 2 | I = 4

Structure: COc1cccc(C(=O)NCC(=O)OCC(=O)NC2CCCCC2)c1
  A = 10 | B = 2 | C = 0 | D = -1 | E = 3 | F = -6 | G = -1 | H = 0 | I = 1

Structure: CCCCC(NC(=O)Cc1c(C)c2cc3c4c(oc3cc2oc1=O)CCCC4)C(=O)O (stereo unspecified)
  A = 7 | B = 1 | C = 0 | D = 0 | E = -3 | F = -14 | G = 7 | H = -2 | I = 5

Structure: CCCNC(=O)Nc1cc(S(=O)(=O)CC)ccc1O
  A = -10 | B = 0 | C = 3 | D = 0 | E = 0 | F = 0 | G = -15 | H = -1 | I = 9

Structure: CC(C)OC(=O)C1C(=O)CC(C)(O)C(C(=O)OC(C)C)C1c1ccc([N+](=O)[O-])cc1 (stereo unspecified)
  A = 13 | B = 0 | C = 1 | D = 2 | E = -3 | F = -9 | G = -7 | H = -6 | I = 5

Structure: Cn1cc(C(c2ccccc2OCC(=O)O)c2cn(C)c3ccccc23)c2ccccc21
  A = -8 | B = -3 | C = -1 | D = 1 | E = -1 | F = 2 | G = -8 | H = 0 | I = 4

Structure: O=C(C[n+]1ccc(C(=O)c2ccccc2)cc1)Nc1ccccc1OC(F)F
  A = 22 | B = 2 | C = 2 | D = 0 | E = -9 | F = 3 | G = -11 | H = -7 | I = 6

Arranged by the number under M4 ag (low to high): six from the list above.
SMILES | M4 ag
COc1cccc(C(=O)NCC(=O)OCC(=O)NC2CCCCC2)c1 | -1
CCCCC(NC(=O)Cc1c(C)c2cc3c4c(oc3cc2oc1=O)CCCC4)C(=O)O (stereo unspecified) | 0
Cc1ccc(S(=O)(=O)CC(=O)Nc2nccs2)cc1 | 1
CC(C)OC(=O)C1C(=O)CC(C)(O)C(C(=O)OC(C)C)C1c1ccc([N+](=O)[O-])cc1 (stereo unspecified) | 2
Cc1ccc(S(=O)(=O)Nc2ccc(Br)cc2/C=N/n2cnnc2)cc1 | 3
C=CCn1c(=O)c2c(nc3n2CCCN3CCc2ccccc2)n(C)c1=O | 5

Going on with the list.
Below each compound: M5 antag	M5 PAM	TAAR1 agonist	M4 ag	CHRM5 agonist	CHRM4 antagonist	CHRM1 antagonist	M1 ag	M1 PAM
- C=CCSc1nnc(-c2cc3c(C(F)(F)F)nn(C)c3s2)n1C
→ 2	-8	2	2	-1	-4	-8	-3	7
- O=C(/C(=C(\[O-])c1ccccc1)[n+]1ccc2ccccc2c1)c1ccc([N+](=O)[O-])cc1
→ 5	-4	5	1	-1	1	-5	-6	1
- O=C(COc1ccc(Cl)cc1Cl)NCCCCc1ccccc1
→ -1	3	17	-1	-4	10	-2	-5	6
- CN(CC(=O)Nc1ccc(F)cc1)C(=O)COC(=O)COc1ccc(C#N)cc1
→ 11	-3	0	1	1	4	-11	-2	9
- COc1ccc(N(Cc2ccccc2)N=O)cc1
→ 1	3	-3	0	-2	5	-4	-1	5
- Cc1ccccc1NC(=O)CSc1nc(N)c(C#N)c(-c2cccs2)c1C#N
→ 2	3	8	5	-7	-12	-3	-3	-3
- COC(=O)C1=C(C)N(CCCC(=O)O)C(=O)NC1c1ccc(Br)cc1 (stereo unspecified)
→ 8	-5	6	-1	2	-8	-2	-4	6
- CC(C)(C)c1ccc(C(=O)NCCC(=O)NCc2ccc(F)cc2)cc1
→ 9	-1	0	0	-1	-3	-2	-1	3
- Cc1ccc(CNC(=O)C2CCN(S(=O)(=O)c3cccs3)CC2)cc1
→ 7	1	3	3	-1	-4	14	-6	-3
- COc1ccc(N2C(=O)CS(=O)C(c3ccccc3)C2=O)cc1 (stereo unspecified)
→ -7	5	12	0	0	1	-2	-8	1
- O=c1c2cn[nH]c2nc(SCc2c(F)cccc2F)n1-c1ccc(Cl)cc1
→ 8	-2	11	0	-2	-15	-4	-6	1
- COc1ccc(CNC(=O)C(C)Cc2ccccc2)cc1O (stereo unspecified)
→ 2	2	13	0	4	5	17	-3	-10
- CC(NC(=O)c1nn(C)c(=O)c2ccccc12)c1ccc(F)cc1 (stereo unspecified)
→ 7	-3	4	4	2	-5	16	-2	-2
- O=S1(=O)CC(N2CCCC2)CN1Cc1cn(Cc2ccccc2)nn1 (stereo unspecified)
→ 4	-7	1	1	0	-5	.	.	.
- CC1CCN(S(=O)(=O)c2ccc3c(ccn3CC(=O)O)c2)CC1
→ 5	-7	0	0	-5	3	-3	0	4

Assay outcomes as filed in PubChem BioAssay.
